Abs 340nm: compound absorbs light at 340 nm | fold change at 10 µM | compound absorbance at 340 nm, fold over control | 65,000 tested, under 10 active | AID 708;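 active = at 10 µM dose, initial 340 nm absorbance at least 2 fold that of control wells; inactive = change under 2 fold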;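 note: initial absorbance extrapolated from kinetic A340 decline of NADH oxidation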
DUSP1 inh: blocks human MKP-1 phosphatase activity; inhibition, %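 (compounds tested at a single concentration somewhere between 10 and 100 µM)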; hit rate 0.15% among 65,000; recombinant MKP-1, OMFP hydrolysis fluorescence; AID 374;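 active = inhibition above about 50%, limit read from the data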;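 note: 0% = DMSO max control wells and 100% = wells with enzyme stopped by NaOH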
AP ELISA ortho: alternative pathway complement inhibition, orthogonal assay. inhibition, % at 5 µM. Human serum alternative complement pathway, LPS-coated ELISA, C3 deposition; tested in compound mixtures. hit rate 0.08% among 62,000. AID 1235;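 active = inhibition above 30% in each of the two pooled mixtures holding the compound, so the lower value exceeds 30%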;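 note: 0% = serum in Mg-EGTA without compound and 100% = EDTA serum blank; some compounds past the cut are filed as inactive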
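Assay system: human serum alternative complement pathway, C3 deposition on LPS-coated wells; Dosing: 5 µM per compound in ten-compound mixtures; Detection: Anti-C3 ELISA, OD 450 nm; Buffer or medium: Mg2+-EGTA GVB++ buffer containing human serum at 1:15 dilution; Timing: 1 h at 37 °C; Replication: two different pools per compound.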
FXIIa mix inh: inhibitors of human coagulation factor XIIa, pooled mixtures | hit rate 0.2% among 62,000 | P00748 | purified FXIIa, fluorogenic substrate | inhibition, % at 5 µM | AID 684;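 note: 0% = enzyme without compound and 100% = no enzyme blank; some results filed as inactive read as strong as hits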
MMP13 inh: blocks human MMP13 activity | MMP-13 fTHP FRET cleavage, Mca fluorescence | inhibition, % at 4 µM | hit rate 0.07% among 65,000 | AID 570;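 active = inhibition above the mean of compound-free control plate wells plus 3 SD, cut at about 14% in these data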;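 note: 0% = DMSO wells and 100% = wells with reference MMP-13 inhibitor after basal subtraction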
Cdc25B inh: human M-phase inducer phosphatase 2 inhibition | P30305 | recombinant Cdc25B, OMFP fluorescence Ex485/Em525 | inhibition, %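 (compounds tested at 10 µM final in the well)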 | hit rate 0.1% among 65,000 | AID 368; in the data active = inhibition above about 50%
JNK3 blocker: blocks human JNK3 kinase activity | P53779 | purified JNK3 kinase activity, HTS | inhibition, % at 8 µM | hit rate 0.61% among 60,000 | AID 746; in the data active = inhibition above about 17%;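 note: 0% = DMSO and 100% = reference inhibitor; many of its hits are not listed in these tables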
Target sequence (P53779 whole entry, looked up): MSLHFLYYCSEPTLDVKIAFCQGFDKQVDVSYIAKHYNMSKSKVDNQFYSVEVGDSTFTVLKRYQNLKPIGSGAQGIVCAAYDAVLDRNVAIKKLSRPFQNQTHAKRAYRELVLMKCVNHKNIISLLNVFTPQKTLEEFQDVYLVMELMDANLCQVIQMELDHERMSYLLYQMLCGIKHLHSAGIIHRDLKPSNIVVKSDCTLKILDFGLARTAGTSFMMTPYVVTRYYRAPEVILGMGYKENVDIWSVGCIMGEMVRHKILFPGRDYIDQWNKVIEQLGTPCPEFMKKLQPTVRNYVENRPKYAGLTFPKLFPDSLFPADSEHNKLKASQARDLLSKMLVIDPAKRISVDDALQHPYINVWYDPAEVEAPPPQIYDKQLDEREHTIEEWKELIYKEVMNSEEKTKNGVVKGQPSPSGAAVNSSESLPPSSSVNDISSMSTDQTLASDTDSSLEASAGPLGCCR
FXIa inh mix: inhibitors of human coagulation factor XIa, pooled mixtures | P03951 | purified FXIa, fluorogenic substrate | inhibition, % at 5 µM | hit rate 0.19% among 62,000 | AID 680;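 note: each value is inhibition by a whole ten-compound pool holding the compound; 0% = enzyme with no mixture and 100% = wells lacking enzyme; strong numbers were not always called active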
Target sequence (P03951 19-387 limits assumed): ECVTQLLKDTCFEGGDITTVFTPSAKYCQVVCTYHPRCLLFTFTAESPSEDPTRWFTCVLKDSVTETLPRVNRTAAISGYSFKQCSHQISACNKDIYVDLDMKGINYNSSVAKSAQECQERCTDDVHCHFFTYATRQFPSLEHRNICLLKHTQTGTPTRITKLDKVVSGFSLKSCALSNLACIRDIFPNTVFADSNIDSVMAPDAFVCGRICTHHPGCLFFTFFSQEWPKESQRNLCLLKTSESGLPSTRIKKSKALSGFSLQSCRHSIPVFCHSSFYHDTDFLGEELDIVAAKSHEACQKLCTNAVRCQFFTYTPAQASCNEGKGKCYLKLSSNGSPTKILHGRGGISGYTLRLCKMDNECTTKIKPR
Target sequence (P03951 388-625 limits assumed): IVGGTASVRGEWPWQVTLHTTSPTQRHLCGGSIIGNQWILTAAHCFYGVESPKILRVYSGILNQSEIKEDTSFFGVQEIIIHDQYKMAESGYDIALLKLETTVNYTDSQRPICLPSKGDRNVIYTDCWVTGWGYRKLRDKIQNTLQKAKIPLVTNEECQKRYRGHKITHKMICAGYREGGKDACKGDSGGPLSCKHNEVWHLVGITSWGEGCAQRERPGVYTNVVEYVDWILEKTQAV
Hsp90 inh: displaces geldanamycin probe from tumor Hsp90. P07900. NCI-N417 lysate Hsp90, Cy3B-geldanamycin FP displacement. inhibition, % at 30 µM. hit rate 0.35% among 64,000;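 active = inhibition above 50%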;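 note: 0% = tracer plus lysate wells and 100% = tracer alone without lysate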
Active calls of the source: *; i = inactive; x = no result given; [ ] = remark or other dose. Cut-off read from the data, not from the text of the source, unless noted: active = inhibition above about 20% (passing the limit was not always enough); inactive = the rest.

Values in the order: FXIIa mix inh | Hsp90 inh | FXIa inh mix | Abs 340nm | Cdc25B inh | DUSP1 inh | JNK3 blocker | AP ELISA ortho | MMP13 inh
CCOC(=O)N1CCC(NC(=O)c2cc3c(-c4ccc(Cl)cc4)nn(C)c3s2)CC1
 : 11 | -2 | 4 | 1.1 | -10 | 2 | 2 | 12 | -5
CCOC(=O)C1=C(N)Oc2cc(C)n(CCc3ccc(OC)c(OC)c3)c(=O)c2C1c1cccnc1 (stereo not given)
 : 4 | -5 | 2 | 1 | -3 | 6 | 2 | -6 | 2
CCN(CC)C(=O)CSc1nc2ccccc2c(=O)n1CC1CCCCC1
 : x | -4 | x | 1 | -2 | -9 | 8 | x | 1
COC(=O)c1cccc(Cn2nnc3ccccc3c2=O)c1
 : 1 | -7 | 7 | 1 | -10 | -8 | 17* | -1 | 8
O=C(N1CCCCCC1)N1CCN(S(=O)(=O)N2CCCCC2)CC1
 : 3 | 0 | 6 | 0.98 | -6 | -3 | -3 | 12 | -2
Cc1c(C)c2cc(Cl)c(O)c(CN(C)C)c2oc1=O
 : 12 | -1 | -71 | 1.1 | -2 | -7 | 0 | 6 | i[fluorescence artefact?]
CC1(C)CC(=O)CC(C)(C)N1OC(=O)c1ccncc1
 : 7 | -2 | -1 | 1.1 | -18 | 2 | -2 | 1 | 3
CN1CCN(C(=O)c2ccccc2-c2nc(-c3ccc(Cl)cc3)no2)CC1
 : 3 | -1 | 6 | 1 | -9 | 28 | 1 | 12 | 2
CCOc1cc(S(=O)(=O)NC2CC(C)(C)NC(C)(C)C2)ccc1F
 : -7 | -5 | -2 | 1.1 | -9 | 1 | 4 | 1 | -2
CC1(C)Cc2nc3oc4c(N(CCO)Cc5ccccc5)ncnc4c3cc2CO1
 : -1 | -11 | 2 | 1 | -2 | 3 | 2 | 7 | -41[fluorescence artefact?]
Cc1cc(C(c2nnnn2Cc2ccccc2)N2CCOCC2)c(C)n1-c1ccc2c(c1)OCO2 (stereo not given)
 : -10 | -1 | 7 | 1 | 3 | 35 | 0 | 7 | -2
O=C(NCC1CCCO1)c1ccccc1-c1nc(-c2ccccc2)no1 (stereo not given)
 : -1 | 0 | 4 | 0.97 | 2 | -16 | 2 | 10 | 4
CCOC(=O)N1CCN(C(=O)CSc2nnc(COc3ccc(Cl)cc3)o2)CC1
 : 2 | 2 | -4 | 1 | -16 | 5 | 4 | 13 | 3
Cn1ncc(C#N)c1/N=C/N1CCOCC1
 : 6 | -4 | -2 | 1 | -5 | 5 | -7 | 12 | 2
O=c1c[n+]([O-])c2ccccc2n1OCc1ccccn1
 : -1 | -7 | 3 | 1 | -11 | 0 | -3 | 4 | -1
O=C(CCCCCC(=O)N(CCO)CCO)N(CCO)CCO
 : 13 | 4 | 11 | 1 | 1 | 12 | 0 | 4 | 2
CC(C)=CCC/C(C)=C/CCC(C)NCCN1CCNCC1 (stereo not given)
 : 1 | -4 | -10 | 0.99 | -34 | -20 | -2 | -15 | 2
COc1ccc(NC(=O)c2ccc3c(c2)C(=O)N(Cc2cccnc2)C3=O)cc1
 : 0 | 3 | 4 | 1.1 | 5 | 14 | 2 | 19 | -1
Oc1ccc(N=Cc2ccc(-c3cccs3)s2)cc1
 : -14 | 13 | -30 | 1.1 | -3 | -16 | -8 | -1 | -281[fluorescence artefact?]
COc1ccc(-n2c(=O)c3c4c(sc3n3c(C)nnc23)CC(C)CC4)cc1 (stereo not given)
 : x | -1 | x | 1 | -23 | -10 | 0 | x | 0
O=C(O)CCc1ccc(-c2ccc(F)cc2)n1CCC(=O)O
 : 3 | -2 | 9 | 1 | -5 | -5 | -3 | 10 | -5
O=C(Nc1cc(C(=O)N2CCCC2)ccc1N1CCCC1)c1ccccc1F
 : -1 | -1 | 1 | 1 | -3 | 2 | -2 | -5 | 4
COc1ccc(Cl)cc1NC(=O)N1CCN(CCc2ccccc2)CC1
 : 0 | 4 | 7 | 1 | -18 | -2 | -3 | 14 | 2
COC(=O)c1ccccc1NC(=O)C1CCCC1
 : -3 | 0 | 5 | 1.1 | -5 | 4 | -5 | 16 | -3
Fc1ccc(C(c2nnnn2C2CCCC2)N2CCN(Cc3ccccc3)CC2)cc1 (stereo not given)
 : 2 | 4 | 3 | 1.1 | -16 | -1 | 0 | 0 | 7
Cc1cccc(-n2ncc3c(N(CCO)CCO)ncnc32)c1
 : 1 | 4 | -8 | 0.99 | -5 | -4 | 1 | -8 | 1
CC(C)c1cc(C(=O)Nc2cc(Cl)ccc2O)no1
 : 12 | -3 | 9 | 1 | -7 | 13 | -8 | 7 | 10
c1cncc(-c2nnc(-c3cccnc3)nn2)c1
 : 6 | -2 | -1 | 0.94 | 3 | 11 | -6 | 26 | 0
Cc1c(C(=O)Nc2cccc(C(F)(F)F)c2)oc2ccc(S(=O)(=O)N3CCOCC3)cc12
 : -13 | 0 | -1 | 1 | -6 | 32 | 4 | -5 | 3
Cc1cc(C)nc(NC(=O)C(C)N2C(=O)c3ccccc3C2=O)n1 (stereo not given)
 : -1 | 2 | 1 | 1 | 3 | 9 | 0 | 4 | 1

The results go on:
Values in the order: FXIIa mix inh | Hsp90 inh | FXIa inh mix | Abs 340nm | Cdc25B inh | DUSP1 inh | JNK3 blocker | AP ELISA ortho | MMP13 inh
Cc1ccc(OC(=O)NC2CCS(=O)(=O)C2)cc1C (stereo not given)
 : -12 | 0 | -1 | 0.99 | 2 | 8 | 5 | 6 | 0
Cc1nnc(SCC(=O)NCc2cccs2)[nH]c1=O
 : -9 | -1 | 0 | 0.95 | -2 | -2 | -10 | -5 | 3
CCCCS(=O)(=O)Nc1ccc2c(c1)ncn2C1CCCCC1
 : 9 | -5 | 7 | 1 | -6 | 3 | -14 | 6 | 7
COc1ccc(C2CC(=O)C3=C(C2)NC(C)=C(C#N)C3c2ccc(N(C)C)cc2)cc1 (stereo not given)
 : 0 | 6 | 10 | 1.1 | 8 | 8 | -6 | 6 | -13
CCc1ccccc1NC1c2ccccc2C(=O)N1c1cccnc1 (stereo not given)
 : 14 | -2 | 0 | 0.99 | -1 | 2 | -1 | -3 | 5
O=C(CCS(=O)(=O)c1cc(Br)cc2c1N(C(=O)C1CC1)CC2)NCc1ccco1
 : -13 | -3 | 1 | 1 | -9 | 9 | 2 | 16 | 5
CC1CCCCN1CCNC(=O)c1cnn2ccccc12 (stereo not given)
 : -5 | 1 | 4 | 1 | 5 | 9 | 3 | 4 | -41
CC1=C(C(=O)Nc2ccc(Cl)cc2)C(c2cccs2)n2nnnc2N1 (stereo not given)
 : 4 | 0 | 1 | 1 | 6 | 4 | -3 | 2 | -2
O=C(CSc1nnc(-c2cccs2)o1)N1CCc2ccccc21
 : 2 | -2 | 8 | 1 | 11 | 24 | -10 | 22 | 0
Cc1ccc(-n2nc3c(c2NC(=O)c2c(-c4ccccc4Cl)noc2C)CSC3)cc1
 : -4 | 0 | 5 | 0.97 | 13 | 31 | -3 | 16 | 5
O=C(C1CCN(CC2CCCCC2)CC1)N1CCCC1
 : 3 | -2 | 3 | 1.1 | -19 | 4 | 2 | 4 | -1
CC(=O)Nc1ccc(S(=O)(=O)Nc2cccc(C(=O)NC(C)(C)C)c2)cc1
 : 5 | -1 | 5 | 1 | 1 | 5 | -5 | -8 | 5
NC1=NC2(CCC(c3ccccc3)CC2)n2c(nc3ccccc32)N1 (stereo not given)
 : -4 | 0 | 5 | 0.99 | 3 | 30 | -2 | -7 | 1
FC(F)(F)c1nnc2sc(-c3ccncc3)nn12
 : 12 | 0 | 11 | 1 | -6 | -10 | 2 | 7 | 5
COc1cc2nc(SCC(=O)NCc3ccco3)n(Cc3ccc(Cl)cc3)c(=O)c2cc1OC
 : 0 | -3 | 0 | 1 | -15 | 5 | x | 7 | 0
COC(=O)c1cccc(N2C(=O)c3ccccc3S2(=O)=O)c1
 : 3 | -4 | 4 | 1 | -4 | -11 | 5 | -7 | 3
CCc1ccccc1NC(=O)C1CCCN(S(=O)(=O)c2c(C)noc2C)C1 (stereo not given)
 : 5 | 0 | 4 | 1 | -5 | 31 | 2 | 4 | 2
CC(C)OCCCNC(=O)C1CCC(=O)N1C(C)C (stereo not given)
 : 9 | -3 | 7 | 1 | -7 | -7 | -4 | 16 | -6
O=C(O)c1cc2nc(C3CC3)cc(C(F)(F)F)n2n1
 : -11 | -3 | 9 | 1.1 | -8 | 3 | -3 | 7 | 3
O=C(c1ccco1)N1CCN(C(=O)c2sccc2-c2ccccc2)CC1
 : 7 | -4 | 2 | 0.99 | -6 | 11 | x | -9 | 3
O=C(O)c1ccccc1NS(=O)(=O)c1ccc2c3c(cccc13)C(=O)N2
 : -2 | -3 | 4 | 1 | -4 | -14 | -2 | 12 | -3
Cc1ccc(-n2nnnc2SCC(=O)N2CCN(C(=O)c3ccco3)CC2)c(C)c1
 : 3 | -3 | 0 | 1 | 3 | 8 | 4 | -5 | -3
Cc1[nH]c2ccccc2c1NC(=O)CN1CCN(c2cccc(C(F)(F)F)c2)CC1
 : 10 | -5 | 4 | 1 | 2 | 41 | -4 | 4 | -7
Cc1cccc2nc(CNc3ccc(F)cc3)cn12
 : -1 | -3 | -2 | 1 | -12 | -3 | -2 | 4 | -5
CC1(C)NC(=O)N(CC(O)COC2CCCCC2)C1=O (stereo not given)
 : 20* | -1 | 3 | 1 | 0 | 15 | 4 | -19 | 6
CN(CCC#N)c1ncnc2scc(-c3ccccc3)c12
 : -3 | -2 | 2 | 1 | -4 | 17 | -5 | 11 | 7
COc1cccc(NC(=O)C2CCCN(S(=O)(=O)c3ccc(-n4cnnn4)cc3)C2)c1 (stereo not given)
 : 3 | 1 | -1 | 0.98 | -5 | 12 | -2 | 16 | 3
O=C(COc1ncnc2ccccc12)NC(=O)NCc1ccccc1
 : 5 | -2 | 7 | 1 | -3 | 7 | 2 | 19 | -2
Cc1sc2ncn(CC(=O)N(CC(=O)NC3CCCC3)Cc3cccs3)c(=O)c2c1C
 : -2 | -2 | -10 | 1 | -9 | 30 | -8 | 7 | -6
COC(=O)COc1ccc(S(=O)(=O)Nc2ccc3c(c2)OCCO3)cc1Cl
 : 3 | -3 | -1 | 1.1 | -2 | 1 | -3 | -6 | 2

Rewritten tab-delimited: entries from further up.
compound	FXIIa mix inh	Hsp90 inh	FXIa inh mix	Abs 340nm	Cdc25B inh	DUSP1 inh	JNK3 blocker	AP ELISA ortho	MMP13 inh
Cc1ccc(-n2nnnc2SCC(=O)N2CCN(C(=O)c3ccco3)CC2)c(C)c1	3	-3	0	1	3	8	4	-5	-3
Cc1[nH]c2ccccc2c1NC(=O)CN1CCN(c2cccc(C(F)(F)F)c2)CC1	10	-5	4	1	2	41	-4	4	-7

Further entries follow:
Values in the order: FXIIa mix inh | Hsp90 inh | FXIa inh mix | Abs 340nm | Cdc25B inh | DUSP1 inh | JNK3 blocker | AP ELISA ortho | MMP13 inh
COC(=O)C(CC(C)C)NC(=O)c1cc(OC)c(OC)c(OC)c1 (stereo not given)
 : 0 | -2 | 2 | 1 | 5 | 1 | -5 | 11 | 1
Cc1ccc2c(C(=O)CN3CCN(C4CCCCC4)CC3)c(C)[nH]c2c1
 : 5 | -6 | 7 | 1.1 | 2 | 27 | 1 | 20 | -5
CCOC(=O)N1CCN(C(=O)c2cc3sccc3n2C)CC1
 : 1 | -2 | -5 | 0.97 | -2 | 9 | 10 | 8 | -2
O=C(CSc1nnc(-c2cc3ccccc3cc2O)n1Cc1ccco1)c1ccc(F)cc1
 : 5 | -2 | 2 | 0.98 | 0 | 19 | 2 | -8 | -2
CC1CCN(C(=O)COC(=O)c2n[nH]c3ccccc23)CC1
 : 1 | -3 | 5 | 0.99 | 25 | 6 | 1 | 8 | -18

From PubChem

Hits appear at their usual frequency; any-hit rate near 1.5%.
